# Source: PubChem BioAssay
# NOD1 inhibition: inhibition of NOD1-driven NF-kB reporter – cell-based, luminescence, uHTS, primary screen (AID 1578). inhibition, % at 4 µM; hits with a dose series show EC50 in µM. NOD1-driven NF-kB luciferase reporter cells, luminescence; higher % means a stronger effect. 1% of 290,000 active; in the data active = inhibition mostly above about 36%, no sharp cut-off; inactive = mostly below about 34%;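 also: HEK-293T reporter cells stimulated with the NOD1 agonist gamma-tri-DAP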
# GPR55 LPI antagonism: inhibition of LPI-stimulated GPR55 beta-arrestin translocation – imaging, U2OS, beta-arrestin-GFP, LPI agonist, primary screen (AID 2013); U2OS GPR55 beta-arrestin-GFP translocation imaging, LPI antagonism; higher % means a stronger effect; inhibition, % at 10 µM, or IC50 in µM where a hit was titrated; 0.13% of 290,000 active;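 active = spots per cell inhibited over 60%, with over 100 cells counted and total cytoplasm intensity under 500,000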;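 also: U2OS cells stably carrying GPR55 and arrestin-GFP stimulated by 5 µM LPI near EC80; imaged beta-arrestin-GFP aggregate spots per cell after agonist stimulation; plate controls were LPI-stimulated DMSO wells for no effect and DMSO wells without LPI for full effect; some results filed as inactive read as strong as hits; confirmed hits need IC50 under 10 µM and bright autofluorescent wells are also inconclusive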
# Rac1 GTP hydrolysis: MgcRacGAP GTPase-activating activity inhibitors, confirmation, biochemical, ADP Hunter fluorescence; MgcRacGAP-stimulated Rac1 GTP hydrolysis, ADP Hunter fluorescence; higher % means a stronger effect; GST-tagged Rac1 F28L mutant substrate; one-dose inhibition, % at 30 µM; IC50 in µM for titrated hits; 0.6% of 340,000 active; AID 624330;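 active = first-screen hits whose inhibition reached a set limit at any dose in the follow-up dose series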;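 also: fluorescence reports GDP produced by GAP-driven GTP hydrolysis; strong numbers were not always called active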
# GPR35 antagonists: GPR35 antagonists blocking zaprinast-driven arrestin recruitment, primary screen, imaging, U2OS, beta-arrestin-GFP, zaprinast agonist (AID 2058). U2OS GPR35 beta-arrestin-GFP translocation imaging, zaprinast antagonism; higher % means a stronger effect. inhibition, % at 10 µM, or IC50 in µM where a hit was titrated. 0.052% of 290,000 active;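 active = inhibition of at least 50% with at least 30 cells and total cytoplasm GFP at most 10,000,000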
# GPR55 beta-arrestin: GPR55 agonists via beta-arrestin recruitment, primary screen, imaging, U2OS cells, beta-arrestin-GFP redistribution (AID 1961); 0.048% of 290,000 active; activation, % at 10 µM, or EC50 in µM where a hit was titrated; U2OS GPR55 beta-arrestin-GFP redistribution imaging; higher % means a stronger effect;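 active = activation above 40% with more than 50 cells counted in the well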;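 also: U2OS osteosarcoma cells stably expressing GPR55 and beta-arrestin-GFP; plate controls were DMSO negative control for no effect and LPI positive control for full effect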
# KOR beta-arrestin-1: kappa opioid receptor activators – cell-based, luminescence, uHTS, primary screen (AID 1777) | KOR beta-arrestin recruitment, luminescence; higher % means a stronger effect | activation, % at 10 µM, or EC50 in µM where a hit was titrated | 0.02% of 280,000 active; in the data active = activation above about 50%, passing the limit was not always enough; also: a part of the inactive calls stands beside numbers as strong as those of hits
# KOR beta-arrestin-2: KOR antagonists, beta-arrestin recruitment, cell-based, luminescence, uHTS (AID 1778). KOR beta-arrestin recruitment, luminescence, antagonist mode; higher % means a stronger effect. inhibition, % at 10 µM; hits with a dose series show IC50 in µM. 0.091% of 290,000 active; in the data active = inhibition above about 50%; also: strong numbers were not always called active
# NTR1 agonist: NTR1-driven beta-arrestin-GFP spot formation – imaging, U2OS cells, high content, primary screen (AID 493036) | P30989 | agonist mode | activation, % at 20 µM | 0.17% of 330,000 active;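 active = activation at or above 40% of the spot to cytoplasm intensity ratio, with at least 20 cells analyzed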;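 also: 0% = DMSO without peptide and 100% = 100 nM NTR1 peptide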
# Target sequence (P30989 whole entry, looked up): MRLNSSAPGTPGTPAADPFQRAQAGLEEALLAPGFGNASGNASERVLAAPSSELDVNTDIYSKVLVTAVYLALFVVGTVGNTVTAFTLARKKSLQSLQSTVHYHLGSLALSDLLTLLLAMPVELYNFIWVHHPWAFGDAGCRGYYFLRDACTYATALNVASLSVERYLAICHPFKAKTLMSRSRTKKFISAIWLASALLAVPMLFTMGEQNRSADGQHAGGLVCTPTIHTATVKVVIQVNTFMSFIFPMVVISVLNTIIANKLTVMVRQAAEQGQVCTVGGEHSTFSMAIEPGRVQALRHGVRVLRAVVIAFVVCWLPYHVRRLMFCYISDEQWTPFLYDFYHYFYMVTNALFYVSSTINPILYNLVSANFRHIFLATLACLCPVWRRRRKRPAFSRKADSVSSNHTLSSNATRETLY
# K1F lysis inhibition: protection from phage-mediated lysis, alamar blue read-out – E. coli UTI89, K1F phage, bacterial capsule biogenesis inhibitors (AID 488966); E. coli UTI89 K1F phage lysis, alamar blue, 2 h; higher % means a stronger effect; one-dose inhibition, % at 100 µM; IC50 in µM for titrated hits; 0.02% of 340,000 active;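 active = phage lysis inhibition, versus mean bacterial control, above a set limit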;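 also: capsule biogenesis inhibitors block K1F phage lysis so surviving cells raise fluorescence; higher fluorescence means more inhibition of phage lysis; actives were called in the ten point dose series up to 300 µM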
# NTR1 agonist cell count 20 µM: further read-out of NTR1 agonist, marked with its call; cell count; measured here: cell count, cytotoxicity flag
# Starred values were filed as active, the others as inactive; . = not tested or not shown; [ ] = dose if it differs, or a comment. These rows are one share of the data; count on the stated rates, not on these rows.
# Under each structure – NTR1 agonist	K1F lysis inhibition	KOR beta-arrestin-1	GPR55 beta-arrestin	GPR35 antagonists	NOD1 inhibition	Rac1 GTP hydrolysis	GPR55 LPI antagonism	KOR beta-arrestin-2	NTR1 agonist cell count 20 µM
- CC1CC(C)CN(c2nc(N(C)c3ccccc3)nc(N)c2[N+](=O)[O-])C1 (stereo not drawn)
  32	2.1%	-1.6%	0.5%	-3%	-2%	7%	-7%	-30%	59
- CC(C)(C)C(=O)NNC(=O)c1cnccn1
  -2.1	0.2%	-0.2%	-1.5%	-4%	-3%	8%	-1%	12%	58
- O=C(NCc1ccco1)c1cccn2c(=O)c3c4c(sc3nc12)CCCC4
  11	-0.1%	-1.0%	-0.1%	-14%	26%	12%	-12%	-30%	80
- COc1ccc(CCNC(=O)C2CCC(CNS(=O)(=O)c3ccccc3)CC2)cc1OC (stereo not drawn)
  0.1	.	-5.1%	-0.1%	5%	-38%	.	5%	-4%	29
- COc1ccccc1/C=C1\NC(=S)N(CC2CCCO2)C1=O (stereo not drawn)
  2.3	0.1%	-5.5%	0.2%	4%	5%	4%	-1%	26%	35
- Cc1ccc(-c2nc3c(c(=O)c4ccccc4n3C)c(=O)n2-c2ccccc2)cc1
  8.2	-0.4%	6.5%	0.3%	-3%	-18%	3%	-7%	-12%	59
- CCCn1c(SCC(=O)NC2CCCCC2)nnc1-c1cccnc1
  0.0	0.1%	-1.0%	-0.2%	-7%	-21%	10%	2%	-24%	49
- N#Cc1c(SCc2ccccc2)nc(N2CCOCC2)c2c1CCCC2
  5.6	0.1%	-6.2%	-0.2%	-22%	35%	7%	47%	24%	55
- CC(C(=O)NC1CCCC1)N(C(=O)Cn1nnc(-c2ccc(F)cc2)n1)c1ccccc1F (stereo not drawn)
  1.3	0.4%	3.6%	-0.1%	1%	83%*	4%	-4%	-23%	39
- CCOC(=O)c1csc(NC(=O)CN2CCN(C)CC2)n1
  -0.5	0.2%	-0.3%	-0.1%	6%	-3%	9%	8%	19%	103
- COc1ccc(C/C(C)=N/NC(=S)Nc2ccccc2F)cc1
  4.0	0.2%	-3.3%	-0.1%	7%	-29%	5%	12%	-18%[20 µM]	65
- Cc1ccc(-n2c3c(c(=O)[nH]c2=O)C(C(F)(F)F)(C(F)(F)F)NC(=O)N3)cc1
  -0.7	0.5%	5.2%	0.3%	3%	6%	6%	2%	-26%	92
- O=S(=O)(c1cccc2cccnc12)N1CCCc2ccccc21
  6.3	0.1%	-3.9%	0.2%	-1%	1%	0%	25%	21%	59
- O=C(CCC1CCCCC1)Nc1cccnc1
  -3.9	3.1%	-1.3%	-0.1%	18%	-20%	-5%	2%	-12%	88
- Cc1c(NC(=O)c2ccc(CN3CCc4ccccc4C3)cc2)c(=O)n(-c2ccccc2)n1C
  -2.2	0.5%	-4.2%	0.2%	3%	-12%	5%	-2%	7%	69
- CNC(=O)COC(=O)c1ccc2c(c1)NC(=O)C1CCCN21 (stereo not drawn)
  -1.7	.	4.2%	-0.2%	-11%	-5%	.	5%	-12%	46
- COc1ccccc1-c1noc(-c2ccncc2)n1
  2.1	0.0%	-1.1%	-0.1%	-3%	-34%	3%	-1%	17%	61
- CN(C)[C@@H]1CCC[C@H]1OC(=O)C(c1ccccc1)c1ccccc1
  -0.1	4.8%	-2.0%	0.0%	8%	-32%	6%	13%	-8%	44
- COC(=O)c1ccc(N2Cc3ccccc3/C2=N\C(=O)Nc2ccccc2)cc1
  3.0	2.8%	3.8%	-0.1%	-2%	-29%	6%	-5%	18%	62
- CCC1=Nc2ccc(Br)cc2C(c2ccccc2)N1CC(=O)OC (stereo not drawn)
  -0.9	7.2%	-1.5%	-0.1%	0%	4%	11%	36%	12%	64
- Cc1ccc(CNC(=O)CSCC(=O)O)cc1
  1.5	4.7%	-6.7%	-0.1%	6%	-2%	4%	16%	13%	50
- O=C(NNC(=S)Nc1ccccc1Cl)c1ccncc1
  0.8	-2.8%	-0.6%	0.6%	6%	-4%	5%	16%	21%	61
- CCc1ccccc1OCCCOc1ccc(OC)cc1
  5.4	0.0%	5.2%	-0.1%	11%	34%	1%	-5%	-39%	36
- CC12CCC(c3nnc(SCc4ccc(Cl)cc4)nc31)C2(C)C (stereo not drawn)
  5.3	2.3%	-4.5%	0.8%	8%	-15%	13%	6%	4%	32
- CC(C)C1C2=C(CC(C)(C)CC2=O)ON1c1ccccc1 (stereo not drawn)
  1.5	-0.2%	-3.8%	-0.1%	6%	-30%	5%	9%	-6%	44
- O=C(NCCc1ccccc1)C1CC(=O)N(C2CCCCC2)C1 (stereo not drawn)
  0.4	1.8%[50 µM]	-1.0%	-0.1%	-1%	-34%	4%	6%	-13%	71
- COc1ccccc1C(=O)Nc1ccc2c(c1)C(=O)NC2=O
  -0.7	0.4%	-3.3%	-0.1%	-8%	-13%	-1%	2%	-24%[20 µM]	49
- O=C1CCCCCCC1Sc1ccccc1[N+](=O)[O-] (stereo not drawn)
  -0.4	0.1%	.	-0.1%	-2%	-22%	8%	4%	-10%	54
- Cc1oc2cc(O)ccc2c(=O)c1Oc1ccccc1Br
  -2.1	2.0%	-4.9%	0.2%	-7%	-14%	6%	7%	5%	51
- CC(=O)Nc1ccc(NC(=O)/C=C/c2ccc3c(c2)OCO3)cc1
  -1.0	-1.1%	-6.2%	0.2%	6%	-51%	10%	-13%	25%	66
- CN(CC1COc2ccccc2O1)C(=S)NC1CCCCC1 (stereo not drawn)
  2.7	1.6%[50 µM]	1.0%	-0.2%	7%	-4%	12%	-12%	-34%	61
- CC(=O)Nc1ccc(S(=O)(=O)N2CCC(NC(=O)c3ccco3)CC2)cc1
  -1.9	0.3%	-0.9%	-0.3%	4%	-24%	6%	0%	-23%	64
- O=C(Nc1nnc(SCCC2OCCO2)s1)C1CC(=O)N(c2ccc(F)cc2)C1 (stereo not drawn)
  1.2	-0.2%	4.4%	-0.1%	1%	14%	9%	-3%	-12%	59
- COC(=O)c1c(-c2ccc(Br)cc2)csc1NC(=O)Cc1ccc(OC)c(OC)c1
  0.6	0.1%	3.0%	0.9%	-4%	28%	11%	-5%	-49%	54
- COc1ccc(/C=N/NC(=O)Nc2nonc2N)cc1
  -1.1	-0.3%	-3.1%	0.4%	12%	-31%	12%	10%	4%	38
- Cn1nc(C(C)(C)C)c(NC(=O)c2sccc2Cl)c1C(C)(C)C
  -0.1	0.4%	4.5%	0.2%	0%	-4%	10%	21%	11%	59
- COc1ccc(C)cc1NC(=O)CCNC(=O)Cn1cnc2ccccc2c1=O
  -0.6	-0.2%	-0.9%	0.2%	8%	-7%	1%	-11%	-7%	49
- CCn1c(N2CCN(CC(=O)c3c[nH]c4ccccc34)CC2)nc2c1c(=O)[nH]c(=O)n2C
  -0.9	3.1%	-0.8%	0.2%	5%	-16%	10%	-4%	-61%	53
- Cc1c(C(=O)N2CC(C)OC(C)C2)sc2nc(-c3ccc(F)cc3)cn12 (stereo not drawn)
  0.8	1.4%	6.9%	0.8%	4%	14%	6%	-2%	-36%	81
- O=C(CN1CCOCC1)Nc1nc2ccc(F)cc2s1
  0.2	1.4%	3.0%	-0.1%	3%	-17%	10%	0%	15%	46
- COC(=O)/C(=C\Nc1ccccc1N)c1ncc(C(F)(F)F)cc1Cl
  -0.3	0.1%	0.0%	-0.1%	8%	-4%	9%	5%	-2%	68
- CSc1sc(C(=O)NCC2CC2)cc1S(=O)(=O)C(C)C
  -0.1	0.3%	-1.4%	-0.2%	8%	3%	0%	10%	6%	48
- COc1ccc(NC(=O)CN(c2ccc(C(C)C)cc2)S(=O)(=O)c2c(C)noc2C)cc1OC
  0.6	3.0%	19%	-0.1%	18%	-23%	1%	6%	1%	84
- Cc1ccn2c(CNCC3OCCc4ccccc43)c(C(=O)N3CCCCCC3)nc2c1 (stereo not drawn)
  -1.1	0.2%	6.6%	-0.3%	3%	-36%	11%	1%	-5%	67
- COc1ccc(N(CC(=O)N2CCC(Cc3ccccc3)CC2)S(C)(=O)=O)cc1
  0.4	-3.1%	.	-0.1%	9%	-22%	12%	5%	-21%[20 µM]	50
- O=S(=O)(c1ccc2c(c1)C(=NO)c1cc(S(=O)(=O)N3CCCCC3)ccc1-2)N1CCCCC1
  3.5	0.6%	4.1%	0.3%	22%	24%	4%	16%	-2%	93
- COC(=O)N/N=C/c1ccc(OS(=O)(=O)c2ccc(C)cc2)c(OC)c1
  3.1	-0.2%	-6.4%	-0.3%	2%	11%	-11%	0%	31%	49
- Cc1nc(N2CCN(S(=O)(=O)c3ccccc3)CC2)c2cc(-c3ccccc3)sc2n1
  5.9	1.2%	-5.2%	0.2%	-2%	-24%	7%	6%	-27%	43
- Cn1nnnc1SCC(=O)N1CCN(C(c2ccccc2)c2ccccc2)CC1
  0.3	0.4%	-4.5%	-0.2%	-15%	-33%	7%	4%	21%	53
- CCOc1ccc(S(=O)(=O)Nc2ccc(OC)nc2)cc1
  -0.1	-0.1%	-0.4%	-0.2%	12%	17%	5%	4%	-12%	54
- N#Cc1c(N2CCOCC2)nc(N2CCCCC2)c2c1CCN(C1CCCCC1)C2
  2.1	0.0%[50 µM]	2.6%	-0.1%	-14%	-13%	.	7%	-24%	65
- O=C1c2cccc3cccc(c23)C(=O)N1Cc1cccnc1
  -0.4	0.4%	1.0%	0.5%	-1%	1%	10%	-11%	16%	54
- Cc1cc(C)c2c(CN3CCC(C)CC3)cc(=O)oc2c1
  1.3	0.0%	-3.4%	0.0%	-5%	-9%	8%	-2%	-24%	115
- Cc1sc2ncnc(N(C)Cc3cccs3)c2c1C
  1.1	0.2%	-3.7%	-0.1%	0%	31%	11%	-13%	6%	58
- CCOC(=O)c1ccccc1NC(=O)C1CSC2(C)CCC(=O)N12 (stereo not drawn)
  1.3	0.1%	2.0%	-0.1%	-3%	-18%	4%	4%	-6%	58
- O=C(O)c1ccc(S(=O)(=O)N(Cc2ccccc2)C2CCCCC2)cc1
  -0.9	0.2%	-4.0%	-0.1%	-6%	2%	9%	-1%	12%	90
